Bioassay records: PubChem, Sanford-Burnham Center for Chemical Genomics
SENP8 block-1 = SENP8 protease inhibitors, primary screen, biochemical, luminescence; purified SENP8, Z-RLRGG-aminoluciferin cleavage; inhibition, % at 10 µM; Sentrin-specific protease 8 (Homo sapiens), Q96LD8; actives 1.2% (n = 330,000); AID 2540, 2010; in the data active means inhibition above about 50%
Target sequence (Q96LD8 whole entry, looked up): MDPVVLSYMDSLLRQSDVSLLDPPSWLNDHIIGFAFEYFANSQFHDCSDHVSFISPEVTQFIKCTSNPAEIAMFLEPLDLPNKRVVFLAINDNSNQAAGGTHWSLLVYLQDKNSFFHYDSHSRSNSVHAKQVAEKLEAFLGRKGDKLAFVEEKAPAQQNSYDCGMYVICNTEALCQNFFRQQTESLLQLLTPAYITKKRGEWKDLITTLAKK
UBC13 inh = UBC13 polyubiquitin chain formation inhibitors, primary screen, biochemical, TR-FRET, uHTS; inhibition, % at 20 µM; actives 0.47% (n = 330,000); AID 485273, 2010; in the data active means inhibition above about 45%, passing the limit was not always enough
Apaf1 inhib = inhibitors of human Apaf-1 apoptosome, primary screen, biochemical, DEVD-Rh110 fluorescence, uHTS; Apoptotic protease-activating factor 1 (Homo sapiens), O14727; reconstituted apoptosome caspase-3 activity; inhibition, % at 20 µM; actives 0.71% (n = 330,000); active means inhibition of at least 40% at 20 µM;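 further: plate controls were DMSO wells for no effect and DEVD-CHO caspase inhibitor wells for full effect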
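Material: reconstituted apoptosome with Apaf-1, cytochrome c, caspase-9, procaspase-3, dATP / Buffer or medium: pH 7.5 Hepes buffer with CHAPS, BSA, DTT / Also added: cytochrome c with DEVD-Rh110 / Schedule: compound with Apaf-1, dATP, procaspase-3 30 min, then 50 min reaction, room temperature / Technique: rhodamine 110 fluorescence at Ex 480/Em 540 nm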
SENP7 inh = SENP7 protease inhibitors, primary screen, biochemical, luminescence, uHTS; Sentrin-specific protease 7 (Homo sapiens), Q9BQF6; recombinant SENP7, Z-RLRGG-aminoluciferin luminescence, 40 min; inhibition, % at 5 µM; actives 1.5% (n = 330,000); AID 434973, 2010;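 active means inhibition above about 50% at the single test dose, limit read from the data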;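 further: plate controls were DMSO with enzyme for no effect and no enzyme buffer wells for full effect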
SENP8 block-2 = human SENP8 protease inhibitors, primary screen, biochemical, fluorescence, Nedd8 protein substrate, uHTS | Sentrin-specific protease 8 (Homo sapiens), Q96LD8 | recombinant SENP8 | inhibition, % at 20 µM | actives 0.64% (n = 360,000) | AID 602440, 2012; in the data active means inhibition mostly above about 40%, no sharp cut-off; inactive means mostly below about 27%
APOBEC3G inh = APOBEC3G DNA deaminase inhibitors, primary screen, biochemical, fluorescence, single-stranded DNA substrate, uHTS; DNA dC->dU-editing enzyme APOBEC-3G (Homo sapiens), Q9HC16; inhibition, % at 20 µM; actives 0.28% (n = 330,000); recombinant A3G, ssDNA deamination FAM/TAMRA fluorescence;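 active means inhibition of at least 40% at 20 µM, with no more than 30% in the related APOBEC3A deaminase screen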;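 further: plate controls were DMSO wells with A3G for no effect and wells lacking A3G enzyme for full effect; some compounds called inactive have numbers as strong as hits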
SENP6 inh = SENP6 protease inhibitors, primary screen, biochemical, luminescence, uHTS | actives 1.8% (n = 330,000) | inhibition, % at 10 µM | Recombinant SENP6 catalytic domain, aminoluciferin luminescence;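 active means inhibition above about 50% at the single tested dose, limit read from the data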;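 further: plate controls were DMSO wells with enzyme for no effect and DMSO wells lacking enzyme for full effect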
Target sequence (Q9GZR1 628-1112 limits assumed): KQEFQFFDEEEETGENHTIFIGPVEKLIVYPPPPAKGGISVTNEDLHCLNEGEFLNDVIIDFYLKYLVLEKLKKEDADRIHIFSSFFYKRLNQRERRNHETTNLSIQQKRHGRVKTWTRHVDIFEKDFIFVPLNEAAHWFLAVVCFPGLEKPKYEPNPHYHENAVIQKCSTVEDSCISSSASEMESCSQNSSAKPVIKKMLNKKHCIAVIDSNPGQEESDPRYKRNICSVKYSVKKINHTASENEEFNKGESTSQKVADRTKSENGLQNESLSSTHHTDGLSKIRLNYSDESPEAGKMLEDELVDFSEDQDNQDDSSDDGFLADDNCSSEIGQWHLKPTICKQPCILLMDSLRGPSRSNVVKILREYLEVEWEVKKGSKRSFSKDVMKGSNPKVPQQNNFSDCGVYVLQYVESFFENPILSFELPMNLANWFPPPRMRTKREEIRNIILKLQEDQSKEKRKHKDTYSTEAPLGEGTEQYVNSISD
SENP1 inh = human SENP1 catalytic domain inhibitors, primary screen, biochemical, FRET, uHTS; actives 0.21% (n = 360,000); inhibition, % at 10 µM; AID 624204, 2012; recombinant SENP1 catalytic domain, CyPet-SUMO1-YPet FRET cleavage;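 active means inhibition at least 30% at 10 µM, raw YFP signal under a set limit, fluorescence ratio 0.5 to 1.5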;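 further: 0% = enzyme with DMSO and 100% = no enzyme wells; some results filed as inactive read as strong as hits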
Target sequence (Q9P0U3 419-644 limits assumed): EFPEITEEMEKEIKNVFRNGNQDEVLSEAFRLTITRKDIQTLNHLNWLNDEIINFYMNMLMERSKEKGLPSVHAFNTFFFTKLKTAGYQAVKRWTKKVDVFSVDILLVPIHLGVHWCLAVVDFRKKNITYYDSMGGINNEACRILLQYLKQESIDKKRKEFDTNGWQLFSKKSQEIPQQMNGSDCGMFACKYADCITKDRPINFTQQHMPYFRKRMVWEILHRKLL
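Controls: no-enzyme wells low, DMSO-plus-enzyme wells high control. Test system: human recombinant His6-tagged SENP1 catalytic domain enzyme. Reagent: SFCypet-SUMO1-SFYpet FRET protein substrate, 25 nM final. Doses: one dose per compound, 10 µM, 0.5% DMSO. Detection: FRET, CFP and YFP emission. Timing: 50 min reaction at room temperature.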
The depositor's hits bear a star; i = inactive; nt = no result given.

SMILES	SENP8 block-1	UBC13 inh	Apaf1 inhib	SENP7 inh	SENP8 block-2	APOBEC3G inh	SENP6 inh	SENP1 inh
CCOc1ccccc1N(CC(=O)NC1CCCC1)C(=O)CNC(=O)c1cccs1	-0.1	3.2	-4.4	1.9	5.5	-9.0	-12.7	0.4
Cc1ccc(S(=O)(=O)NCC2CCC(C(=O)NCCCN3CCCC3=O)CC2)cc1 (stereo unspecified)	-2.9	8.4	-9.8	-2.0	7.6	-5.3	10.8	1.8
CCC(C)NC(=O)Cn1cc2c(n1)CCC(C)C2 (stereo unspecified)	4.2	7.2	4.7	10.8	-41.0	-0.4	-1.3	0.6
CCC/C(O)=C1\C(=O)CC(C)(C)CC1=Nc1ccc(OC)cc1OC	-1.8	2.3	9.8	-3.7	18.9	-3.9	-14.9	2.4
CC(=O)c1cccc(NC(=O)CN2C(=O)NC3(CCCCCCC3)C2=O)c1	-4.8	-1.0	-10.8	-1.3	7.8	-6.7	3.4	-1.9
NS(=O)(=O)c1ccc(N/N=C/c2ccc3c(c2)OCO3)c([N+](=O)[O-])c1	-23.5	-113.9	-13.7	-13.9	44.2*	-2.8	-17.2	-0.7
CCCCCC/C(C)=C1/SC(=S)NC1=O	2.2	0.1	-13.4	7.7	13.3	-1.9	4.0	8.3
CC(NC(=O)C1CC2CCCC(C1)C2=O)c1ccccc1 (stereo unspecified)	10.3	3.7	-23.1	2.3	20.4	-2.8	4.1	3.6
CC1CCN(CCCNC(=O)c2cc3sccc3n2C)CC1	1.9	9.5	-7.5	2.7	14.0	-5.0	-8.9	-7.1
CCCCn1c(CCC(=O)O)nc2c1c(=O)[nH]c(=O)n2CCC	-1.7	0.8	11.6	-5.4	0.3	-3.9	-14.7	0.4
COc1ccc(C)cc1NC(=O)CCC(=O)Nc1ccc2nc(N3CCN(C)CC3)cc(C)c2c1	1.1	25.9	-1.8	3.7	nt	-7.1	4.6	nt
COc1ccc(NS(=O)(=O)c2ccc(Cl)c(NC(=O)c3ccccc3F)c2)cc1	-12.0	-14.6	17.8	2.0	5.9	-5.1	-2.3	-1.1
CC(Oc1ccc(C(=O)NCCc2ccccc2)cc1)C(=O)O (stereo unspecified)	-10.7	7.2	-7.2	-5.0	11.2	-7.9	-4.2	1.1
Cc1ccc(S(=O)(=O)N2CCCCC2)cc1NC(=O)CSc1nnc(C2CC2)n1N	1.1	-1.1	8.0	8.0	8.3	-2.3	-4.4	1.1
CC1(c2ccc(O)cc2)NC(=O)N(c2ccccc2)N1 (stereo unspecified)	-0.9	7.6	-14.5	1.4	-4.8	-6.3	13.5	1.6

More entries follow:
SMILES	SENP8 block-1	UBC13 inh	Apaf1 inhib	SENP7 inh	SENP8 block-2	APOBEC3G inh	SENP6 inh	SENP1 inh
O=C(NCc1cccs1)c1cccc(S(=O)(=O)N2CCCCC2)c1	-3.2	9.4	54.8*	3.7	18.5	-4.4	4.5	-2.8
CCN1CCN(c2c(Cl)cccc2NC(=O)c2ccc3c(c2)OCCO3)CC1	-3.5	-1.0	5.9	0.1	3.1	5.8	0.5	3.6
CCOC(=O)c1cnn(-c2ncnc3sc(C)c(C)c23)c1N	4.5	-5.4	-11.6	-3.5	19.1	10.6	13.6	-0.1
O=C1OC(Nc2ncccn2)c2ccccc21 (stereo unspecified)	-7.2	-13.2	0.5	-19.0	11.6	-4.0	-7.1	2.5
CCCS(=O)(=O)Nc1cccc(-c2nc3cccnc3s2)c1	-4.1	4.0	7.3	0.0	-41.2	1.6	12.1	1.0
Cc1ccc(NS(=O)(=O)c2c(C(=O)N3CCOCC3)c(C)n(C)c2C)cc1	-2.4	0.7	-11.5	3.9	3.6	-5.9	1.2	-0.3
CC(=O)NC(C(=O)c1ccccc1)C(=O)c1ccccc1	1.8	-2.0	5.3	3.5	11.8	-5.4	-12.6	-0.3
O=C1C(NS(=O)(=O)c2cccs2)=C(N2CCOCC2)C(=O)c2ccccc21	0.7	-70.7	11.8	6.4	41.5*	-1.1	-12.8	-0.9
CCOC(=O)CC(NC(=O)Cn1nnc(-c2ccccc2)n1)c1ccc(OC)cc1 (stereo unspecified)	0.9	-8.0	8.3	-5.6	4.7	-6.4	0.2	1.8
CN(c1ccccc1)S(=O)(=O)c1cccc(C(=O)Nc2ccc3c(c2)CCC3)c1	3.7	-4.7	9.8	8.4	12.9	-5.6	5.9	2.0
O=C(COC(=O)c1cc(=O)[nH]c2ccccc12)NCc1ccccc1Cl	-12.4	2.2	7.5	-11.7	-303.0	-6.1	-1.9	4.2
O=C(NC1CCN(Cc2ccccc2)CC1)C1CCN(S(=O)(=O)c2cccc([N+](=O)[O-])c2)CC1	-4.5	-7.3	5.3	-1.4	24.2	-5.0	-43.4	-1.1
CCOC(=O)c1ccc(NC(=O)N2CCN(Cc3cccc(F)c3)CC2)cc1	-2.0	-1.5	8.7	5.7	11.6	-2.2	-1.0	1.7
Nc1c(C(=O)c2ccc(Cl)cc2)sc2c1c(=O)[nH]c(=O)n2-c1ccccc1	-3.0	0.5	7.8	-1.6	2.0	-3.4	-15.1	0.7
COc1cc(/C=C2\C(=O)NN(c3ccc(C)cc3)C2=O)cc([N+](=O)[O-])c1O	-7.6	-155.5	3.8	-7.4	13.2	-1.7	1.2	3.0

Later entries.
SMILES	SENP8 block-1	UBC13 inh	Apaf1 inhib	SENP7 inh	SENP8 block-2	APOBEC3G inh	SENP6 inh	SENP1 inh
COC(=O)[C@@]1(Cc2ccccc2)[C@H]2c3cc(C(=O)N4CCCC4)n(CCSCCO)c3C[C@H]2CN1C(=O)c1ccccc1	7.8	7.2	10.4	-1.5	nt	24.1	2.0	nt
O=C(NCc1ccccc1)/C(NC(=O)c1ccccc1)=C(/Sc1ccccn1)c1ccccc1	-2.7	-7.5	7.0	3.3	9.9	-2.7	-2.2	2.1
CC(CCn1cccn1)NC(=O)CCc1nnc(CCc2ccccc2)o1 (stereo unspecified)	-1.6	-1.3	-2.2	9.7	7.6	-2.1	13.8	3.3
CSc1ncc(C(=O)Nc2ccccc2Cl)c(C)n1	-7.1	6.5	2.1	-5.4	10.6	-4.4	-14.2	-7.9
CCN(CC)c1nc2c(s1)C(=O)CC(C)(C)C2	-0.8	1.0	-1.5	9.0	20.8	-10.8	4.0	-0.3
CC(=O)c1ccccc1NS(=O)(=O)c1ccc2c(c1)CC(=O)N2	3.2	5.2	-2.2	7.9	5.6	3.7	-9.4	1.9
O=C(NCc1cccnc1)c1noc2c1CCCCC2	-1.3	-2.2	-11.3	-8.5	14.6	0.7	-3.0	1.6
COc1ccc(Cl)cc1NC(=O)CN(c1ccccc1)S(=O)(=O)N(C)C	2.3	6.9	24.5	5.9	11.0	-2.9	-34.6	1.4
O=C(CSc1ccccn1)Nc1nc2ccc(Br)cc2s1	-3.4	8.6	5.7	0.3	23.6	-3.7	-11.7	2.3
O=C(NNS(=O)(=O)c1ccccc1C(F)(F)F)c1cc2ncc(C(F)(F)F)cc2s1	3.9	-7.3	-21.2	-1.2	31.2	-2.2	4.2	2.6
O=[N+]([O-])c1cc(/C=N/NC(=S)Nc2ccccc2Cl)ccc1Cl	1.1	-1.3	2.2	10.0	16.8	-3.1	-17.5	0.9
O=C(c1ccccc1NS(=O)(=O)c1ccccc1)N1CCCCCC1	4.6	3.7	2.8	-2.6	10.2	-9.5	-3.7	1.6
O=C(CSc1ccc(Cl)cc1)Nc1ccccc1N1CCN(C(=O)c2ccccc2)CC1	0.1	17.3	21.0	1.4	17.9	-5.4	-14.3	-0.9
COc1ccc(-c2nc(N)nc(C(F)(F)F)c2-c2csc(C)n2)c(O)c1	3.4	-5.8	-29.2	-5.2	19.3	-3.1	-13.8	-0.2
Cc1ccc2c(cnn2C(=O)CCC(=O)N2CCCCC2C)c1 (stereo unspecified)	-3.4	-10.5	7.2	8.8	2.4	0.5	4.5	1.4

Copied from the list:
COc1ccc(-c2nc(N)nc(C(F)(F)F)c2-c2csc(C)n2)c(O)c1 in UBC13 inh shows -5.8
COC(=O)[C@@]1(Cc2ccccc2)[C@H]2c3cc(C(=O)N4CCCC4)n(CCSCCO)c3C[C@H]2CN1C(=O)c1ccccc1 in Apaf1 inhib shows 10.4
O=C(CSc1ccccn1)Nc1nc2ccc(Br)cc2s1 in SENP7 inh shows 0.3

Next compounds.
SMILES	SENP8 block-1	UBC13 inh	Apaf1 inhib	SENP7 inh	SENP8 block-2	APOBEC3G inh	SENP6 inh	SENP1 inh
CC1CCCCC12NC(=O)N(CC(=O)Nc1ccc3c(c1)OCCCO3)C2=O (stereo unspecified)	2.7	3.0	-13.5	0.1	9.0	-7.9	-7.3	-1.8
COc1ccc(Nc2cc(=O)oc3ccccc23)cc1	-8.5	5.2	6.8	-6.5	30.4	-4.9	-14.5	4.4
Cc1ccc(NC(=O)COC(=O)COc2ccc(Cl)cc2C)c([N+](=O)[O-])c1	0.1	-3.4	-1.8	4.2	5.5	-7.3	-9.7	6.2
Cc1ccc(C)c(S(=O)(=O)N2CCCC2CNC(=O)C(=O)NC2CCCC2)c1 (stereo unspecified)	-2.3	2.3	5.0	3.2	14.7	-6.9	-5.6	0.5
CCOC(=O)c1nc(Nc2ccc(N3CCC(C)CC3)cc2)c2ccccc2n1	12.8	3.7	17.8	6.6	25.1	-4.8	-2.2	4.5
COC(=O)c1c(-c2ccccc2OC)sc2ccccc12	1.4	37.6	8.0	-1.0	-230.4	-10.7	-15.5	1.3
CC1CN(C(=O)c2ccc3c(c2)OCO3)CC(C)O1 (stereo unspecified)	-4.6	0.3	-6.8	0.8	16.0	0.8	7.4	-2.1
O=C(NCCN1CCN(c2ccccc2)CC1)c1cccn2c(=O)c3cc(Cl)ccc3nc12	2.3	34.8	-8.4	-0.7	-205.7	-3.1	-0.5	-28.9
COc1ccc(OC)c(/C=C/C(=O)OCC(=O)N2CCCC2)c1	4.7	16.4	-11.7	-13.2	i	-9.4	-1.0	-9.0
